Autofluor 339: intrinsic fluorescence of library compounds, ex339/em460 – biochemical, MLSMR library, data from DPM-DC assay, artefact control, profiling panel; compound autofluorescence, ex339/em460 nm, NADH buffer; stronger effect = higher value; 1 = no-compound wells, NADH background; fluorescence fold increase at 10 µM; 5.5% of 65,000 active; AID 709;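 active means at 10 µM, mean starting fluorescence two-fold or more over control wells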;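 further: signal is the first read of a kinetic run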
RORA act: RORA (human) activation; P35398; CHO-K1 Gal4-RORA LBD luciferase reporter, luminescence; percent increase over mock-subtracted basal signal; activation, % at 10 µM; 1.5% of 65,000 active; AID 560;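 active means activation above the mean of all tested compounds plus 3 SD, cut at about 49% in these data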;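 further: 0% = DMSO-treated RORA cells and 100% = added signal equal to DMSO minus mock-transfected cells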
Target sequence (P35398 whole entry, looked up, the tested form may be a part): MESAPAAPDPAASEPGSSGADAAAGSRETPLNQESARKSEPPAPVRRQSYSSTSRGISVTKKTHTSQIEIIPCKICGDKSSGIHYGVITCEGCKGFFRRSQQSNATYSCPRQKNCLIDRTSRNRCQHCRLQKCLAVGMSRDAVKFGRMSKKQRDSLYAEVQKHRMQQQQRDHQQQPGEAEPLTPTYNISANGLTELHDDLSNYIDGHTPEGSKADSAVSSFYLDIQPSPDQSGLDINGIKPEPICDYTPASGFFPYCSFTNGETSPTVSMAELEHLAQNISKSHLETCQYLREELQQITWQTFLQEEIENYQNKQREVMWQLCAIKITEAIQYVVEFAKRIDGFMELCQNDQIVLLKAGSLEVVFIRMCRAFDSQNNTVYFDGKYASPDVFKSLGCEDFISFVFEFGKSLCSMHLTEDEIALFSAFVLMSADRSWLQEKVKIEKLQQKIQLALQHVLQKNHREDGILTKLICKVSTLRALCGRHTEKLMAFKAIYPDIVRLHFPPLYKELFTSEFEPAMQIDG
NADH coupling: inhibition of NAD/NADH coupling enzymes, library profiling; coupled PK/LDH NADH assays, four targets; IC50, µM (highest dose often 10 µM), for the others: at the top dose inhibition; 0.02% of 65,000 active; AID 774;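 active means single-dose screening hits from any of four coupled enzyme assays that gave an IC50 when retested across doses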;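 further: the DPM-DC format reads NADH fluorescence rather than 340 nm absorbance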
Ecoli tolC: E. coli tolC mutant growth inhibition; E. coli BW25113 tolC mutant growth, OD615; growth inhibition, % at 10 µM (by protocol); 2.2% of 65,000 active; AID 573;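 active means growth inhibition at or above a cutoff equal to the mean over every tested compound plus 3 SD, cut at about 60% in these data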;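 further: growth measured after 20 h incubation at 37 °C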
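Test system: E. coli BW25113 ΔtolC::kan bacteria; incubation: 37 °C, 20 h exposure; medium: LB broth supplemented with 50 µg/mL kanamycin; read-out basis: percent growth inhibition; signal: A615 absorbance measurement; compound: 10 µM final, single dose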
SF1 activator: SF-1 (human) activation; Q13285; 1.9% of 65,000 active; CHO-K1 Gal4-SF-1 LBD luciferase reporter; % increase over DMSO SF-1-specific signal; AID 522; activation, % at 10 µM;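 active means activation above the mean activation of all tested compounds plus 3 SD, cut at about 50% in these data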
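Assay system: CHO-K1 cells co-transfected with Gal4 DBD–human SF-1 LBD, 5xGal4 luciferase reporter / Input: 4,000 cells per well / Incubation: 20 h compound exposure at 37 °C after 1 h cell settling / Detection: SteadyLite luciferase luminescence / Control set: DMSO negative control and −SF1 background wells / Replication: one test per compound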
E coli RNAP: inhibitors of Escherichia coli RNA polymerase. E. coli RNA polymerase, fluorescence transcription assay. 0.2% of 62,000 active. AID 559. P0A8V2. inhibition, %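 (tested at 10 µM)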; in the data active means inhibition above about 20%;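 further: 0% = enzyme without compound and 100% = no enzyme blank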
M1 agonist: M1 muscarinic receptor agonism | CHO-M1 cells, Fluo-4 calcium fluorescence, agonist mode; stronger effect = higher value | B-score at 10 µM | 3% of 64,000 active | AID 626;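 active means fluorescence rise, raw or as B-score row- and column-corrected plate score, outside the 99.7% band of its plate's samples, either direction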
TNAP act DEA: human TNAP activation, intermediate phosphate acceptor; 64,000 tested, under 10 active; activation factor at 20 µM; P05186; purified TNAP, CDP-star luminescence, 100 mM DEA, 30 min; stronger effect = higher value; scale: 0 levamisole-inhibited, 1 vehicle-only enzyme;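 active means activation factor of at least 2 at 20 µM, relative to controls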
M1 antagonist: antagonists of rat M1 muscarinic receptor; P08482; CHO-M1 cells, Fluo-4 calcium, ACh EC80 antagonist mode; stronger effect = lower value; B-score at 10 µM; 3.4% of 64,000 active; AID 628;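 active means calcium fluorescence response, raw or row-and-column corrected B-score, differing from the plate sample mean either way at a set confidence level, mostly lower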
Target sequence (P08482 whole entry, looked up): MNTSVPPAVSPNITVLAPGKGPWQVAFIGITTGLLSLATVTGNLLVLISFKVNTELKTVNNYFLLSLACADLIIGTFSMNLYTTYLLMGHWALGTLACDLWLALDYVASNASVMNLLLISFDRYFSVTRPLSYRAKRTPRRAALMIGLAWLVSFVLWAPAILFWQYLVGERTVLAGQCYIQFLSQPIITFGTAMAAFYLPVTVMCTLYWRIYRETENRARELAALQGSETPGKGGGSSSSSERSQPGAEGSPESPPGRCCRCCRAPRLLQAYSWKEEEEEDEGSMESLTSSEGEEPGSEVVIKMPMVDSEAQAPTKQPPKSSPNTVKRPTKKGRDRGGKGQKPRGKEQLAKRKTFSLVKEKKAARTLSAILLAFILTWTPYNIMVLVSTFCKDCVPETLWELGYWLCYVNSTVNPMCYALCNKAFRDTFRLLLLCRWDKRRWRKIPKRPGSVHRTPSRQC
Starred values were filed as active, the others as inactive; . = no result given; [ ] = another dose, or the depositor's remark.

SMILES	Autofluor 339	RORA act	NADH coupling	Ecoli tolC	SF1 activator	E coli RNAP	M1 agonist	TNAP act DEA	M1 antagonist
CC1(C)Oc2ccc(C(=O)N3CCOCC3)cc2N(CC(=O)N2CCOCC2)C1=O	1.1	5	5%	-17	12	2	0.72	0.9	0.32
COc1ccc(NC(=O)CNS(=O)(=O)c2ccccc2)cc1Cl	1.1	-2	2%	2	0	9	1.4	1	-0.36
Cc1ccc(-c2cc(C)nc3ncnn23)cc1	1.4	-6	4%	-6	-11	0	0.44	1	0.42
CCOc1ccccc1NC(=O)CSc1nnc(Cn2c(=O)sc3ccccc32)n1C	1.1	22	0%	2	10	11	-0.92	1	0.41
Cc1ccc(NC(=O)C2C3CC4OC(=O)C2C4C3)cc1Cl (stereo not drawn)	1.1	-6	5%	-2	-3	-9	0.4	0.9	0.2
O=C(NCc1cccnc1)C1CCCN(S(=O)(=O)c2ccccc2)C1 (stereo not drawn)	1.1	-4	1%	0	7	-6	-0.064	1	0.3
N#CC1=C(N)C(C#N)(C#N)[C@H](c2ccoc2)[C@H]2CN(Cc3ccccc3)CC=C12	2.3*	4	3%	20	22	3	26*	0.9	-0.28
CCOc1ccc(N(CC(=O)Nc2ccccc2)S(C)(=O)=O)cc1	1.1	20	5%	-5	6	9	.	0.9	.
Cn1cc(S(=O)(=O)CC(=O)N2CCc3ccccc32)c2ccccc21	1.1	19	5%	2	-13	2	0.6	0.9	-0.59
CC(NC(=O)OC1CCCCC1)N1C(=O)C2C3C=CC(C3)C2C1=O (stereo not drawn)	1.1	8	5%	-12	-15	-4	0.7	1	-0.2
O=C(Nn1c(C2CC2)nc2ccccc2c1=O)c1ccco1	1	-11	6%	-9	6	3	0.97	1	0.48
Cn1c(=O)oc2cc(S(=O)(=O)Nc3cccc(C(=O)O)c3)ccc21	1	-1	9%	-8	-20	8	0.41	0.9	0.49
Cc1ccc(C(C(=O)NC2CCCCC2)N(Cc2cccnc2)C(=O)C2COc3ccccc3O2)o1 (stereo not drawn)	1.1	28	7%	24	-14	-5	0.58	1	0.074
O=C(O)COc1ccc(Br)cc1/C=N/O	1.1	7	9%	0	-19	7	0.76	1	0.72
CN(Cc1ccccc1)c1oc(-c2ccco2)nc1C#N	3.9*	-11	17%[fluoresces]	44	-7	0	0.73	0.9	-0.41
O=C(C1CCC(Cn2c(=O)[nH]c3ccccc3c2=O)CC1)N1CCN(c2ccccc2)CC1 (stereo not drawn)	1.1	-7	3%	4	22	6	-1.5	1	-0.42
CC(C)c1nnc(SCc2ccc(CSc3nnc(C(C)C)n3N)cc2)n1N	1.1	-14	0%	-12	13	2	0	0.9	0.096
Cn1nc(-c2ccc(Cl)cc2)c2cc(C(=O)NCC3CCCO3)sc21 (stereo not drawn)	2.1*	14	5%[fluoresces]	30	24	2	0.42	0.9	-0.19
Cc1cccc(NC(=O)CCN2C(=O)c3ccccc3C2=O)n1	1	-7	5%	-9	-5	3	-1.5	0.9	-0.66
CCCCSCCCNC(=O)CS(=O)Cc1nc(-c2cccc(C)c2)oc1C (stereo not drawn)	1	2	3%	17	1	-5	-0.56	0.9	-0.63

3 of the compounds above, with two lines to a compound:
Results follow in this order: Autofluor 339	RORA act	NADH coupling	Ecoli tolC	SF1 activator	E coli RNAP	M1 agonist	TNAP act DEA	M1 antagonist
> O=C(NCc1cccnc1)C1CCCN(S(=O)(=O)c2ccccc2)C1 (stereo not drawn)
 : 1.1	-4	1%	0	7	-6	-0.064	1	0.3
> N#CC1=C(N)C(C#N)(C#N)[C@H](c2ccoc2)[C@H]2CN(Cc3ccccc3)CC=C12
 : 2.3*	4	3%	20	22	3	26*	0.9	-0.28
> CCOc1ccc(N(CC(=O)Nc2ccccc2)S(C)(=O)=O)cc1
 : 1.1	20	5%	-5	6	9	.	0.9	.

More structures:
SMILES	Autofluor 339	RORA act	NADH coupling	Ecoli tolC	SF1 activator	E coli RNAP	M1 agonist	TNAP act DEA	M1 antagonist
COc1ccc(C(=O)Cn2nnc(-c3ccccc3NC(=O)c3ccco3)n2)cc1	1.4	21	4%	-1	-5	3	-0.0024	0.8	0.59
COc1ccc(C2(CNC(=O)CCC(=O)O)CCCC2)cc1	1.1	-15	5%	-14	2	9	-0.58	1	0.4
COc1ccc(NC(=O)CCS(=O)(=O)c2ccc3c(c2)CCCN3C(C)=O)cc1	1.1	6	5%	-22	-1	-2	0.036	1	0.069
O=C1CC(N2CCOCC2)C(=O)N1CCN1C(=O)CC(N2CCOCC2)C1=O (stereo not drawn)	1	-16	5%	-6	3	.	-0.02	1	0.15
Cc1c(CN2CCCCC2C)c(=O)n(-c2ccccc2)n1C (stereo not drawn)	1.1	-5	8%	-11	-9	2	-0.48	1	0.34
Cc1[nH]nc2c1C(c1ccccc1)C1=C(CC(C)(C)CC1=O)N2 (stereo not drawn)	4.4*	30	11%[fluoresces]	17	0	6	0.99	1	0.73
Cc1nc(/N=C(\N)Nc2ccccc2)nc2ccccc12	1.1	33	0%	3	48	7	-1.1	0.9	0.33
COC(=O)C1=CN(C(C)C)C=C(C(=O)OC)C1c1cccc(OC)c1	2.2*	-22	4%[fluoresces]	9	3	-13	0.16	1.1	0.84
COCCCn1c(=NC(=O)c2ccncc2)c(C#N)cc2c(=O)n3cccc(C)c3nc21	3.9*	34	5%[fluoresces]	19	-12	-24	129*	1	-1
COc1ccc(N2C(=O)C3CCCN3C2c2cccc(OC)c2OC)cc1 (stereo not drawn)	1	7	5%	-6	-1	12	0.3	0.9	0.77

Two of the compounds above, with values under each structure.
Sequence of screens – Autofluor 339	RORA act	NADH coupling	Ecoli tolC	SF1 activator	E coli RNAP	M1 agonist	TNAP act DEA	M1 antagonist
- O=C1CC(N2CCOCC2)C(=O)N1CCN1C(=O)CC(N2CCOCC2)C1=O (stereo not drawn)
→ 1	-16	5%	-6	3	.	-0.02	1	0.15
- Cc1c(CN2CCCCC2C)c(=O)n(-c2ccccc2)n1C (stereo not drawn)
→ 1.1	-5	8%	-11	-9	2	-0.48	1	0.34

Additional structures follow.
SMILES	Autofluor 339	RORA act	NADH coupling	Ecoli tolC	SF1 activator	E coli RNAP	M1 agonist	TNAP act DEA	M1 antagonist
O=C(Nc1c(F)cc(F)cc1Br)c1cccnc1	1.1	-21	2%	11	-10	7	-0.05	0.9	-0.54
COc1ccc(Cc2nnc(SCC(=O)Nc3ncc(C)s3)o2)cc1	1.1	18	1%	-4	10	7	0.55	1	0.029
CCNc1sc(C(=O)c2cccs2)c(N)c1-c1nc2ccccc2s1	1.2	40	1%	9	9	1	0.011	0.9	-0.044
Clc1ccc(OCc2nn3c(C4CCCCC4)nnc3s2)cc1	1.2	-2	4%	97*	-11	4	0.58	0.9	0.31
COc1cc(S(=O)(=O)N2CCC(O)(c3cccc(C(F)(F)F)c3)CC2)ccc1-n1cnnn1	1.1	7	6%	100*	-3	1	-0.0033	0.9	0.26
CCC(C)NC(=O)c1ccccc1C(=O)NC(C)CC (stereo not drawn)	1.1	-26	2%	-9	-11	4	-0.51	0.8	0.021
O=S1(=O)C=C(Sc2nc3cc(Cl)ccc3o2)c2ccccc21	1.1	-75	5%	6	-71	40*	-0.4	1	0.13
CCC1Oc2ccccc2N(CC(=O)NCCN2C(C)CCCC2C)C1=O (stereo not drawn)	1	-33	4%	-13	3	3	0.69	0.9	-0.98
COc1cc(C(=O)Nc2ccc(-c3nc4cc(C)ccc4o3)c(O)c2)cc(OC)c1OC	4.7*	-22	2%[fluoresces]	33	13	-1	1	1	-0.0059
COc1ccc(-c2nn(-c3ccccc3)cc2C(=O)N2CCOCC2)cc1	1.1	4	1%	10	-15	3	-0.82	1	0.81
Cc1ccc(Oc2ccc(OCC(=O)NC(C)C(=O)O)cc2)cc1 (stereo not drawn)	1	-21	9%	6	3	0	0.16	0.9	-0.0018
O=C(CSc1ccc2nnc(-c3ccc(Cl)cc3)n2n1)N1CCN(c2ccccc2)CC1	1.1	-2	11%	-8	0	6	0.52	0.9	-0.029
COc1ccc(Cl)cc1S(=O)(=O)N1CCN(CC(=O)C(C)(C)C)CC1	0.9	16	12%	-3	15	6	-0.29	1	-0.18
Cn1c(Cn2c(=O)sc3ccccc32)nnc1SCc1ccc(F)cc1	1.1	1	4%	10	-17	1	-0.85	0.9	-0.25
Cc1cc(O)c(-c2cc(C(=O)Nc3ccc(S(=O)(=O)N4CCOCC4)cc3)[nH]n2)cc1C	1.1	-2	1%	8	-27	-3	0.61	1	0.27
CC(NC(=O)C(NC(=O)C1CCCN1C(=O)OC(C)(C)C)C(C)C)C(N)=O (stereo not drawn)	1	7	7%	-17	-11	9	0.18	0.9	0.3
Cc1ccc(-n2ncc3c(N4CCN(c5ccccc5)CC4)ncnc32)c(C)c1	1	-49	3%	7	-25	9	-0.41	0.9	-0.19
Cc1cc(C(F)(F)F)nn1Cc1ccc(C(=O)NCc2ccco2)o1	1	-29	4%	11	-12	-4	0.1	0.8	0.19
CCOC(=O)N1CCC(NC(=O)CCC(=O)N2CCOc3ccc(C)cc32)CC1	1.2	-8	6%	-14	4	6	0.28	1	3.3*
Cn1ncc2c(Nc3ccc(-c4ccccc4)cc3)ncnc21	3.1*	43	16%	8	60*	-2	-0.34	0.9	0.31
CCC1(C)CC(CC(=O)O)(c2ccccc2OC)CCO1 (stereo not drawn)	1.1	-7	2%	-9	-23	12	-0.02	0.9	0.31
CCCc1nc(Nc2nc3ccccc3o2)nc(C)c1C(=O)OCC	1.1	49*	2%	1	81*	5	-0.69	1	-0.0041
Cc1sc2nc3ccc(N4CCCC4)nn3c(=O)c2c1C	2.1*	30	5%[fluoresces]	13	8	1	6.6*	0.9	-0.56
O=C(CC1Oc2ccccc2NC1=O)NC1CC1 (stereo not drawn)	1.1	8	11%	-15	-8	5	0.38	1	-3.9*
Cc1ccc(CCNC(=O)C2CCCN(S(=O)(=O)c3c(C)noc3/C=C/N(C)C)C2)cc1 (stereo not drawn)	0.98	10	3%	4	10	5	0.66	1	-2.6
O=C(CSc1nnc2scc(-c3ccccc3)n12)c1ccc2c(c1)OCCO2	1.1	11	13%	-3	33	9	-0.55	0.8	-0.069
COc1ccccc1CNC(=O)c1cc2c(=O)n(C)c3ccccc3c2n1C	1.2	-2	5%	-3	14	1	0.59	1	-0.61
O=C(NCCCN1CCOCC1)C(C(=O)c1ccccc1)n1ccccc1=O (stereo not drawn)	1.3	2	6%	1	1	-3	0.4	1	0.24

Bioassay records: PubChem, several laboratories
